High-throughput results: PubChem BioAssay, The Scripps Research Institute Molecular Screening Center
LEDGF integ inh: blocks HIV-1 LEDGF/p75-dependent DNA integration | TR-FRET IN-LEDGF/p75 DNA integration, Eu/Cy5 | inhibition, % at 3.7 µM | hit rate 0.64% among 370,000 | AID 743269;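 active = inhibition above the screen-wide mean plus 3 SD, cut at about 13% in these data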;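 note: signal is the Cy5 over europium emission ratio at 671 and 618 nm; 0% = plate median of compound wells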
Tn6 DDE FP: DD(E)-Tn6 binding inhibition, primary FP screen; Fibrin DD(E) TRITC-Tn6 fluorescence polarization displacement; inhibition, % at 8.3 µM; hit rate 0.21% among 370,000; AID 720509;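 active = inhibition above a per-campaign cutoff: mean of compounds within control limits plus 3 SD, cut at about 15% in these data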;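 note: 0% = median of all compound wells on the plate and 100% = blocking peptide control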
TDP2 inh: blocks human TDP2 phosphodiesterase activity | O95551 | recombinant TDP2, T5PNP hydrolysis, p-nitrophenol absorbance 415 nm | inhibition, % at 12.8 µM | hit rate 0.34% among 370,000;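 active = inhibition above the mean of all tested compounds plus 3 SD, set per campaign, cut at about 25% in these data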;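 note: 0% = DMSO with enzyme and 100% = buffer with substrate but no TDP2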
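System – recombinant human TDP2 · Quantity – TDP2 enzyme at 120 nM final · Doses – single concentration, 12.8 µM nominal, with 1% DMSO · Incubation – 2 h at 37 °C · Measured by – epi absorbance of p-nitrophenol freed from T5PNP by hydrolysis · Read-out – % inhibition relative to enzyme-containing and enzyme-free wells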
proKLK7 act: proKLK7 (human) activation, primary screen. P49862. purified proKLK7, EDANS-DABCYL substrate fluorescence; 100% is mature enzyme control, 0% vehicle. activation, % at 7 µM. hit rate 0.9% among 370,000. AID 652039;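 active = activation above the mean of all tested compounds plus 3 SD, computed per campaign excluding outliers beyond control limits, cut at about 13% in these data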
Target sequence (P49862 whole entry, looked up): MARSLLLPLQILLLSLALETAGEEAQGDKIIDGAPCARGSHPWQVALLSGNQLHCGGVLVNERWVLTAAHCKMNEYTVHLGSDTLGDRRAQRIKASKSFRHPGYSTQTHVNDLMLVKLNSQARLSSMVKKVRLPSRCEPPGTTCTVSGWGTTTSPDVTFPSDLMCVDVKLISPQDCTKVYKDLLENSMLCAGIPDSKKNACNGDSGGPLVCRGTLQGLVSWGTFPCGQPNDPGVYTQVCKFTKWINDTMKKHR
ASAP1 inh: ASAP1 ArfGAP inhibition; AID 624377; ASAP1-stimulated ARF1 GTP hydrolysis, GDP FP detection; Q9ULH1; hit rate 0.19% among 360,000; inhibition, % at 16.5 µM; in the data active = inhibition above about 25%;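 note: 0% = vehicle with enzyme and substrate and 100% = no enzyme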
ARFGAP1 inhibitor: rat ARFGAP1 inhibition | hit rate 0.26% among 360,000 | Arfgap1-stimulated ARF1 GTP hydrolysis, GDP FP detection | Q62848 | inhibition, % at 16.5 µM;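 active = inhibition above a per-plate limit, mean inhibition of low control wells plus 3 SD, cut at about 25% in these data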;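 note: 0% = DMSO wells with enzyme and 100% = wells lacking Arfgap1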
Target sequence (Q62848 1-136 limits assumed): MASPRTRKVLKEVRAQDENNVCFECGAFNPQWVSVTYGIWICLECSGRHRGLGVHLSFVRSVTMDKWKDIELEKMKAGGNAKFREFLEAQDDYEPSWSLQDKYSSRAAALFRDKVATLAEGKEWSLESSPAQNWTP
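Replicates: Single well per compound | Assay system: Truncated rat Arfgap1 GAP domain | Control set: No-Arfgap1 wells (100%) versus DMSO full-reaction wells (0%) | Times: Enzyme reaction 120 min at 25 °C after 20 min preincubation | Reagent: Human ARF1(Δ1-17)-GTP substrate | Measured by: Tracer-displacement fluorescence polarization with EDTA stop, 620/688 nm | Measure: Percent inhibition of Arfgap1-stimulated GTP hydrolysis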
ADAM17 inh: inhibits human ADAM17; recombinant ADAM17, EDANS/DABCYL FRET peptide cleavage; AID 720648; hit rate 0.83% among 370,000; inhibition, % at 6.95 µM; P78536;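 active = inhibition above the mean of compounds lying between control limits plus 3 SD, set per campaign, cut at about 8.5% in these data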;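 note: 0% = DMSO-only wells as the low control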
Target sequence (P78536 215-824 limits assumed): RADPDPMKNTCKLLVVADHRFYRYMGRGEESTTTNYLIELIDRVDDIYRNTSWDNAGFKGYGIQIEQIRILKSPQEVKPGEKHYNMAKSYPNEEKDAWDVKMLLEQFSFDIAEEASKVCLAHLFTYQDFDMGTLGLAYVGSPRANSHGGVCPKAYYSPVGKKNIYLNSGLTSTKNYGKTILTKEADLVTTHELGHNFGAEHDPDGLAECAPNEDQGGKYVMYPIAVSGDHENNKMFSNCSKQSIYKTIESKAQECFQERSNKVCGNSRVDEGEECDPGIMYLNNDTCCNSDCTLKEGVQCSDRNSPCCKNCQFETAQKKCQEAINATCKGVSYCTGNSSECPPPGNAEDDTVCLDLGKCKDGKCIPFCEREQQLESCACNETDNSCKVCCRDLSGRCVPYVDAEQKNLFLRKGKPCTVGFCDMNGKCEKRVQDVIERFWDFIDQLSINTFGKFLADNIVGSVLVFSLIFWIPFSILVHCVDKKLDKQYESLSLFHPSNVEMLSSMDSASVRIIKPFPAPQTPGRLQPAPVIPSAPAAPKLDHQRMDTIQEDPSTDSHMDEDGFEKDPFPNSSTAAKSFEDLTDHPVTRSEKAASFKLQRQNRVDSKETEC
ADAM10 inh: inhibits human ADAM10; recombinant ADAM10, EDANS/DABCYL FRET peptide cleavage, 3 h; inhibition, % at 7 µM; hit rate 0.62% among 370,000;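 active = inhibition above a per-campaign cutoff equal to the mean of compounds falling between control-based bounds plus 3 SD, cut at about 20% in these data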;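 note: 0% = DMSO wells while the 100% control is not disclosed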
PLC-gamma1 inh: blocks human PLC-gamma1 enzyme activity | P19174 | hit rate 0.84% among 370,000 | purified PLC-gamma1, fluorogenic substrate, fluorescence | inhibition, % at 12.2 µM; in the data active = inhibition above about 9.5%
DDE Tn7 FP inh: DD(E)-Tn7 binding inhibition, primary FP screen. P02675. FP displacement of FITC-Tn7 peptide from fibrin DD(E); 0% = median of compound wells per plate. hit rate 0.13% among 370,000. AID 720508. inhibition, % at 8.3 µM;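 active = inhibition above the mean of compounds falling within the control limits plus 3 SD of them, cut at about 14% in these data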;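 note: 0% = plate median of compound wells and 100% = 10 µM Aha-Tn7 peptide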
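Assay system: Fibrin-DD(E) protein isolated from polymerized human fibrin clots; read-out basis: percent inhibition; medium: Tris/NaCl/CaCl2 buffer, pH 7.8; signal: FP measurement; incubation: 10 min plus 3 h, room temperature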
* hit, by the source's call.

LEDGF integ inh	Tn6 DDE FP	TDP2 inh	proKLK7 act	ASAP1 inh	ARFGAP1 inhibitor	ADAM17 inh	Structure	ADAM10 inh	PLC-gamma1 inh	DDE Tn7 FP inh
-6	0	-7	0.8	-7	9	0	COc1ccc(NC2CCCN(C(=O)c3ccc(OC)cc3OC)C2)cc1 (configuration not stated)	7	0	6
2	5	-7	-0.6	5	8	1	NC(=O)C1CNc2ccccc2O1 (configuration not stated)	7	11*	2
-1	-2	-12	0.5	-13	7	0	CCC(C)c1ccccc1N1CC(C(=O)N2CCN(S(=O)(=O)c3ccccc3Br)CC2)CC1=O (configuration not stated)	-4	0	-1
1	-2	6	0.2	2	8	-1	COc1ccc(CNC(=O)C2CCN(S(=O)(=O)c3cccc(C(F)(F)F)c3)CC2)cc1	-3	-4	3
1	-1	-17	-0.1	8	-4	6	CCc1ccc(OCC(=O)N/N=C(\C)c2ccc3c(c2)OCCO3)cc1	6	6	-12
1	-3	-2	-0.8	8	9	-1	Cc1ccc(C(=O)NCC(=O)OCC(=O)c2c(N)n(C)c(=O)n(C)c2=O)s1	9	4	-5
0	-2	-4	0.6	-2	-7	-6	COc1cccc(N2CCN(C(=O)C3CCCN(c4ncnc5c4nc4n5CCCCC4)C3)CC2)c1 (configuration not stated)	-3	1	-1
1	-2	3	-0.1	-1	-2	0	COc1cc(NC(=O)C(C)Oc2ccccc2)cc(OC)c1 (configuration not stated)	6	3	1
-3	8	6	-0.1	4	-4	-3	CC1(C)CC(=O)C=C(Nc2ccc(Br)cc2F)C1	-5	-5	6
1	2	-4	-1.1	-6	1	0	COCCNC(=O)CNC(=S)N(Cc1ccccc1)Cc1cccnc1	2	0	-5

Next part, overlapping the part above by 4 compounds.
LEDGF integ inh	Tn6 DDE FP	TDP2 inh	proKLK7 act	ASAP1 inh	ARFGAP1 inhibitor	ADAM17 inh	Structure	ADAM10 inh	PLC-gamma1 inh	DDE Tn7 FP inh
0	-2	-4	0.6	-2	-7	-6	COc1cccc(N2CCN(C(=O)C3CCCN(c4ncnc5c4nc4n5CCCCC4)C3)CC2)c1 (configuration not stated)	-3	1	-1
1	-2	3	-0.1	-1	-2	0	COc1cc(NC(=O)C(C)Oc2ccccc2)cc(OC)c1 (configuration not stated)	6	3	1
-3	8	6	-0.1	4	-4	-3	CC1(C)CC(=O)C=C(Nc2ccc(Br)cc2F)C1	-5	-5	6
1	2	-4	-1.1	-6	1	0	COCCNC(=O)CNC(=S)N(Cc1ccccc1)Cc1cccnc1	2	0	-5
6	9	0	-0.1	6	7	0	CC[C@H](C)[C@H](NC(N)=O)C(=O)Nc1ccc(C)cc1	1	-2	-4
1	-5	-15	-0.3	10	11	2	COc1cccc(NC(=O)COC(=O)c2c3c(nc4ccccc24)CCC(C)C3)c1 (configuration not stated)	5	1	-7
7	3	0	-0.2	-8	-10	-5	O=C(O)CNC(=O)C1COc2ccccc2O1 (configuration not stated)	-13	-2	1
1	2	2	0.3	0	11	-1	CCS(=O)(=O)Nc1cccc(-c2cn3c(n2)SCC3)c1	7	0	-3
1	-1	-5	0.2	-10	-3	14*	CCCCCCn1c(=O)n2n(c1=O)C[C@]1(OC(=O)NCc3ccccc3F)CN(S(=O)(=O)c3ccc(C)cc3)C[C@]1(O)C2	37*	7	5
1	-2	-3	-0.3	-7	2	-3	Cc1ccc(C(=O)c2nc(C(=O)NCCO)nc3ccccc23)cc1	1	-10	-7
-2	-3	-16	-0.4	4	6	0	CCc1ccc(N(C(=O)c2csnn2)C(C(=O)NC(C)(C)C)c2ccncc2)cc1 (configuration not stated)	-2	-2	-3
0	8	-5	-0.3	11	4	-1	Nc1[nH]c(C(=O)c2ccccc2)c(-c2ccc(Cl)cc2Cl)c1C(=O)c1ccc(Br)cc1	-13	-1	4
-5	-1	-3	0.5	11	3	-1	COc1ccc(CC(=O)N/N=C/C=C/c2cccc([N+](=O)[O-])c2)cc1OC	-3	1	-3
1	7	-14	0.4	-4	3	7	Cc1ccc(-c2csc3nc(CSc4nnc(-c5ccc(Cl)cc5)n4C)[nH]c(=O)c23)cc1	10	4	-8
2	1	-8	-0.7	7	4	3	COc1ccccc1N1CC(C(=O)OCC(=O)c2c(N)n(C)c(=O)n(C)c2=O)CC1=O (configuration not stated)	2	1	-1
-1	-6	7	-0.2	-8	9	-3	O=C(N/N=C/c1ccc(Cl)cc1Cl)c1cccc(F)c1	-3	0	-1
-3	-1	9	0.0	-8	3	1	CCCCCOc1ccccc1C(=O)NCCCC(=O)O	2	0	1
0	8	6	0.2	2	14	-2	CC(C)(C)Cc1c(-c2ccc(Br)cc2)nc2ccc(Cl)cn12	-10	-2	6
-2	2	4	-0.4	-1	-3	-6	O=C1Nc2ccccc2-n2nnnc2C1N1CCN(C(=O)c2ccco2)CC1 (configuration not stated)	-14	1	-9
4	-4	4	3.0	-3	-9	-83	O=C(c1ccc2c3c(cccc13)CC2)C1CCCN(Cc2ccccn2)C1 (configuration not stated)	-254	-138	1
3	3	-15	0.6	3	-13	-2	CCN(CC)S(=O)(=O)c1cc(NC(=O)c2ccc3c(c2)NC(=O)C(C)S3)ccc1C (configuration not stated)	1	-6	-3
0	-2	-4	-0.4	-1	-1	4	CC(C)C(=O)Nc1ccccc1N1CCN(C(=O)c2ccccc2)CC1	-8	0	-2
-2	-2	-12	0.0	-1	-14	-2	OCCCNc1ncnc2c1ncn2[C@H]1CN(Cc2ccc3c(c2)OCO3)C[C@@H](CO)O1	-20	0	5
0	3	0	-0.3	7	7	0	O=C(Cn1cc2c(n1)CCCCC2)NCc1cccs1	-3	1	-12
-2	4	-13	0.1	-10	-4	-1	COc1ccc(OC)c(CNC(=O)CCS(=O)(=O)c2ccc3c(c2)oc(=O)n3C)c1	-6	0	3
-4	-2	-3	-0.3	-4	2	-6	CCn1cc(C(=O)OC)c(=O)c2ccc(C)nc21	0	2	3
-3	0	-7	0.0	-7	-10	-2	Cc1ccccc1C(=O)Nc1ccccc1C(=O)NC1CC1	-1	0	7
-1	0	-9	0.0	4	14	-31	Nc1ccc(C(=O)N/N=C2\CCCc3c2[nH]c2ccccc32)cc1	-109	-121	-4
-3	1	5	-0.4	0	6	-3	CC(C)C[C@@H]1COc2cc(N3CCOCC3)ccc2S(=O)(=O)N1	-12	-3	5
-10	6	-9	1.1	-20	-6	3	CN(C)C(=O)CCc1ccc2c3c([nH]c2c1)[C@]1(C)[C@@H](C(=O)N2CCCCC2)C[C@H](CC(=O)NCc2cccc(C(F)(F)F)c2)C(=O)N1CC3	-2	-3	1
-2	5	-6	-0.3	-2	-5	2	COc1ccc(C(=O)O)cc1S(=O)(=O)N(C)C	1	-1	6
1	4	-11	0.1	3	-3	2	CCc1cccc(NC(=O)c2cnn(-c3ccccc3)c2C)c1	7	0	3
1	-1	1	-0.4	-10	-14	-1	Cc1nn(-c2ccccc2)c(N2CCCCC2)c1/C=N/O	-1	0	2
2	6	-16	0.2	-14	-7	2	CC(=O)c1ccc(OCC(=O)N(C)C2CCS(=O)(=O)C2)cc1 (configuration not stated)	4	2	-9
-3	-4	-9	0.5	12	2	1	CCOC(=O)[C@]12CCCC=C1N(CCC1=CCCCC1)C(=O)[C@H](CC(=O)NCc1cccc(C(F)(F)F)c1)C2	-9	3	-2
-2	-10	-1	2.3	-6	18	-10	COCCN(C(=O)CN1CCc2ccccc21)c1c(N)n(Cc2ccccc2)c(=O)[nH]c1=O	-36	-12	-3
-3	6	6	0.0	8	6	-4	CCNC(=O)N(C)C[C@H]1N[C@@](Cc2ccccc2)(C(=O)OC)[C@H]2C(=O)N(C)C(=O)[C@@H]12	-14	-1	1
-1	-8	-4	-0.2	11	8	-5	COc1cc(OC)c(OC)cc1/C=N/NC(=O)c1ccc(=O)n(C)c1	-28	-63	-10
-1	6	-7	0.6	10	11	1	COc1ccc(N2CCN(C(=O)c3ccc(OCc4c(C)noc4C)c(OC)c3)CC2)cc1	-2	3	0
-3	1	6	0.2	2	-9	-3	O=C(NCCN1CCCCC1)Nc1ccc(F)cc1	0	-3	3
-1	-6	-2	-0.4	15	6	5	CC(Sc1nnc(-c2ccco2)o1)C(=O)Nc1ccc(OC(F)F)cc1 (configuration not stated)	10	3	-4
-2	1	-8	0.4	-13	1	-1	Cc1ccc(CC2SC(=O)NC2=O)cc1Cl (configuration not stated)	-6	0	8
-1	-1	0	-0.7	-1	-2	4	COc1ccc([N+](=O)[O-])cc1NC(=O)C(C)N(C)Cc1cccc(OC)c1OC (configuration not stated)	11	0	3
2	-8	3	0.6	2	3	-4	CC(C(=O)O)c1n[nH]c(=O)c2ccccc12 (configuration not stated)	0	-2	0
1	-2	-8	0.7	-2	8	-1	CCN(CCn1cccn1)C(=O)CC1C(=O)NCCN1Cc1ccc(OC)c(OC)c1 (configuration not stated)	-1	-6	4
3	-6	-2	-0.6	-4	1	-4	CC1CN(S(=O)(=O)c2cccc(C(=O)Nc3ccccc3N3CCOCC3)c2)CC(C)O1 (configuration not stated)	-9	0	3
4	5	-1	0.0	-3	-1	-3	O=C(NC1CCN(C(=O)NC2CCCCC2)CC1)c1ccco1	12	6	1
-5	5	-14	0.8	6	-6	0	Cc1ccc(S(=O)(=O)N2CCN(C(=O)[C@H](Cc3ccccc3)NC(=O)c3ccco3)CC2)cc1C	-5	-1	5
-1	2	-11	0.1	-12	-1	0	O=C(Nc1ccc(S(=O)(=O)Nc2nccs2)cc1)C(F)(F)F	-4	1	1
0	4	3	0.0	-25	-4	-5	Cc1ccc2oc(=O)cc(CN3CCN(Cc4ccccc4)CC3)c2c1	-10	-6	5
1	0	2	-0.6	0	1	0	COc1ccc(CCNC(=O)COc2ccc(S(=O)(=O)NCC(C)C)cc2Cl)cc1OC	-4	-1	1
-3	-6	3	0.0	2	10	0	COc1ccc2c(c1OC)C(=O)OC2N1C(=O)CC[C@H]1C(=O)Nc1ccc(F)cc1F (some centres not stated)	-13	0	-7
6	13	1	-0.3	9	0	2	CCc1nc(NCc2cccnc2)c2oc3ccccc3c2n1	1	3	-10
-4	3	3	-19	7	-8	-67	CCN1CCN(C(=O)Nc2cccc3ccccc23)CC1	-248	-115	-1
9	5	-5	-0.3	-13	-3	5	CCN1C(=O)/C(=C2/Sc3ccc(OC)cc3N2C)SC1=Nc1ccc(OC)cc1	2	1	-8
